Screening data from PubChem BioAssay.
IL1B cytotox: HUVEC cytotoxicity counter-screen, IL-1B stimulated | HUVEC cell count loss, Hoechst imaging | cell count reduction, % at 2 µM | actives 0.41% (n = 94,000);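 active = cell count reduction more than 3 SD above the screen-wide mean, cut at about 70% in these data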;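 also: normalized per plate to untreated control cells as the no-loss baseline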
ERa SRC1 inh: ER-alpha (human) coactivator binding inhibition | actives 1.7% (n = 86,000) | P03372 | AID 629 | TR-FRET ER-alpha LBD / SRC-1 peptide, estradiol-bound | inhibition, % at 25.6 µM; in the data active = inhibition above about 50%;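 also: 0% = receptor plus peptide control and 100% = peptide only without receptor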
TNFa cytotox: toxic to HUVEC cells under TNF alpha stimulation | cell count reduction, % at 2 µM | actives 0.17% (n = 93,000) | HUVEC TNFalpha-stimulated, Hoechst cell count, imaging;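 active = cell count reduction exceeding the screen mean by over 5 SD, scaled to untreated wells per plate, cut at about 78% in these data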;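 also: cells counted after 24 h of TNF alpha exposure following the 1 h pretreatment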
PTK2B oligo ant: Pyk2 (human) oligomerization antagonism. Q293 cells, Pyk2 FERM NanoBiT luminescence; active compounds read low. z-score (the deposit names both 25 µM and 10 µM). actives 0.83% (n = 99,000). AID 1347419;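 active = Z-score of -3 or lower, scaled per plate to the spread of control and sample wells; inactive = z-score above -3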;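 also: negative z-score means lost luminescence so less FERM oligomerization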
LYP act: LYP (human) phosphatase activation; actives 0.11% (n = 96,000); Q9Y2R2; recombinant LYP, DiFMUP fluorescence; 0 = plate median, 100 = signal doubled; activation, % at 2 µM;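 active = activation at 2 µM above a set limit, the mean plus 5 SD, cut at about 37% in these data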
VCAM1 TNFa inh: reduces TNF alpha induced VCAM1 expression in HUVEC | actives 0.48% (n = 95,000) | inhibition, % at 2 µM | HUVEC TNFa-induced VCAM-1 immunofluorescence, high-content imaging;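 active = inhibition above the batch mean plus 3 SD, with images confirmed as a hit by eye, cut at about 37% in these data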;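 also: 0% = TNF-stimulated DMSO wells and 100% = unstimulated control wells; not every result past the cut was called active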
F-actin modifier: cytoskeleton assembly modification; HUVEC TNFa F-actin phalloidin imaging, high content; actives 0.18% (n = 91,000); inhibition, % at 2 µM; AID 836;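 active = inhibition above the batch mean plus 3 SD and confirmed as a hit by visual image inspection, cut at about 30% in these data, passing the limit was not always enough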; also: strong numbers were not always called active
LYP inh 2: blocks human PTPN22 phosphatase activity; AID 640; actives 0.21% (n = 96,000); recombinant LYP catalytic domain, DiFMUP fluorescence; inhibition, % at 2 µM; Q9Y2R2;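 active = inhibition at 2 µM at or above a set limit, the screen mean plus 3 SD, cut at about 24% in these data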;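 also: 0% = DMSO with enzyme and 100% = enzyme fully blocked by orthovanadate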
FAK blocker: FAK (human) kinase inhibition; Q05397; biochemical FAK kinase activity assay; inhibition, %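 (tested at 7 µM)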; actives 0.84% (n = 97,000); AID 727; in the data active = inhibition above about 19%;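 also: 0% = DMSO and 100% = reference compound high control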
Target sequence (Q05397 whole entry, looked up): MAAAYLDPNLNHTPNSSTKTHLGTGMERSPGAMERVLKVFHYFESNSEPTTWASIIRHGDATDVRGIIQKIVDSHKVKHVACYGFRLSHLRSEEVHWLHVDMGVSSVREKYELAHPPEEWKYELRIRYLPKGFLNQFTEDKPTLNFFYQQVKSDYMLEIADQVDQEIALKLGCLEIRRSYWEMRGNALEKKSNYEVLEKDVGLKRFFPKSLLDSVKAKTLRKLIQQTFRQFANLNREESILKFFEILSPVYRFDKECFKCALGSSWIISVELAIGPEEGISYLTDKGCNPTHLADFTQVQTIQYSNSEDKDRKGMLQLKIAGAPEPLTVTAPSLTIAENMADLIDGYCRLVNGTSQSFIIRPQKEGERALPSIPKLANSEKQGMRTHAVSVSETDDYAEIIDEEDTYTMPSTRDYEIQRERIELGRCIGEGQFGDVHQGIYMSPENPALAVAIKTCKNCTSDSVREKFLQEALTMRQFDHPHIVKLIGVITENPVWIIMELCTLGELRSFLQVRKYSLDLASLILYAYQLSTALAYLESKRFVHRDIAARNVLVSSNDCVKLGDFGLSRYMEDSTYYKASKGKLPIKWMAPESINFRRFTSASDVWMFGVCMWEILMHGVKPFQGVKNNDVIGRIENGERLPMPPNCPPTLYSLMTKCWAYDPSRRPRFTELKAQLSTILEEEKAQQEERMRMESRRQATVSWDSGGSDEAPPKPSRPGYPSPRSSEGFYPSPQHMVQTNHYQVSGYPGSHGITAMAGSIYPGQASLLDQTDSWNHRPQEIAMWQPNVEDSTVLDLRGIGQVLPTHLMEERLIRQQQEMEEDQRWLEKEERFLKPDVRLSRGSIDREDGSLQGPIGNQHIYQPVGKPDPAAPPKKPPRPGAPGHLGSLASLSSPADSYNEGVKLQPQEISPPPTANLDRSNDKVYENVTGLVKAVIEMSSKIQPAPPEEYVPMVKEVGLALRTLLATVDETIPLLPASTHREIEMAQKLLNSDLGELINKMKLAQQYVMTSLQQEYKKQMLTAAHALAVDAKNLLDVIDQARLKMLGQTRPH
* hit, by the source's call; nt = no result given; [ ] = remark or other dose. No enrichment for hits. Share with any hit: about 3.8%.

SMILES	IL1B cytotox	ERa SRC1 inh	TNFa cytotox	PTK2B oligo ant	LYP act	VCAM1 TNFa inh	F-actin modifier	LYP inh 2	FAK blocker
COc1ccc(C(=O)N(Cc2nc(-c3ccc(C)cc3)no2)C2CCCCC2)cc1OC	3.0	0.8	-18.6	-1.15	-1.5	18.1	1.6	-1.0	3.7
Cc1ccc(-c2nc(N/N=C/c3ccncc3)c3ccccc3n2)cc1	nt	40.5	-1.2	-2.35	-6.2	16.8	-10.2	5.7	6.6
CC1(C)Cc2c(c(N3CCOCC3)nc3sc4c(NCc5ccco5)nnnc4c23)CS1	-91.7	3.8	-12.0	0.3	10.1	2.4	12.0	-11.0	6.6
CCOC(=O)N1CCN(CC(O)COC2CC(C)CC(C)(C)C2)CC1 (configuration not stated)	-9.0	nt	-28.2	0.28	-1.1	12.8	9.3	0.9	-2.2
CC1CCCCN1C(=O)CSc1nc(N)cc(=O)[nH]1 (configuration not stated)	1.2	nt	0.0	-0.69	-8.0	2.9	-3.2	9.6	1.4
CC(C)n1nnnc1SCC(=O)Nc1ccc2c(c1)OCO2	7.8	1.1	-21.3	0.28	-7.0	12.7	11.1	1.6	-1.9
O=C(CCl)NNc1cccc(Cl)n1	9.4	nt	-9.0	0.38	-0.5	4.8	-19.2	2.9	-1.9
Cc1cccc(CSc2nnc(N)n2-c2ccccc2)c1	-17.5	-6.0	-21.0	-0.66	-6.4	-9.1	4.4	6.0	-1.1
Cc1onc(-c2ccccc2Cl)c1C(=O)Nc1nc2c(s1)CCCC2	0.6	-2.4	17.5	-2.85	-7.2	8.5	-16.8	7.1	7.5
CCCCn1c(C(C)NC(=O)CCC)nc2ccccc21 (configuration not stated)	-9.5	1.7	-34.8	nt	4.5	3.4	14.7	-8.5	1.0
COC(=O)C1=C(C)N(Cc2ccc(OC)c(OC)c2)C(=O)C1	12.4	nt	-11.8	1.11	-4.9	-14.2	-14.0	0.9	1.1
COc1ccc(-c2csc(Cc3nnc4n3CCCCC4)n2)cc1OC	-66.4	2.9	-33.9	1.14	-12.5	-6.7	-7.1	11.4	1.0
Cc1noc(C)c1CN1C(=O)NC2(CCc3ccccc3C2)C1=O (configuration not stated)	-4.4	-1.7	nt	1.31	3.6	nt	nt	-4.8	0.3
O=C(CN1C(=O)c2cccc3cccc(c23)C1=O)N1CCCCCC1	5.1	nt	-2.3	-0.37	7.5	14.4	0.6	-4.4	-2.9
Cc1ccc2cc(CN(Cc3ccco3)C(=O)NCc3ccccc3)c(=O)[nH]c2c1C	-56.9	15.3	-29.3	-1.57	9.2	-13.6	nt	-10.5	-0.3
Cc1ccc(S(=O)(=O)N(CC(=O)N2CCC(C)CC2)Cc2ccccc2F)cc1	16.0	-2.0	-15.2	-1.25	-5.1	5.0	-5.6	3.6	-1.0
CN(CC(=O)N1CCc2ccccc21)S(=O)(=O)c1ccc(Br)s1	20.4	-4.9	-12.0	0.24	-3.3	-4.2	3.3	3.3	0.5
COC(=O)c1sccc1NC(=S)N1CCC(C)CC1	-14.3	-8.1	-3.5	0.07	1.7	-14.0	nt	-0.2	0.5
CCCCCCc1ccc(OCC(=O)OC)cc1OCC(=O)OC	nt	-4.2	2.7	0.68	-8.5	-5.1	-8.1	8.0	0.7
COc1cc(/C=C(/C#N)C(=O)NCCc2c[nH]c3ccccc23)ccc1OCc1ccccc1F	44.4	nt	36.0	0.83	-0.6	36.8*	-0.4	3.0	-2.3
Cc1cccc2c1CC(C)(C)N=C2C1=C(O)CCCC1=O	-59.6	-33.0	-4.2	0.1	16.5	-2.7	7.0	-17.6	2.7
Cc1cc(=O)oc2cc(OCC(=O)N3CCCc4ccccc43)ccc12	-23.1	4.7	-9.1	-1.93	-0.6	2.7	-3.7	0.0	2.5
CCOc1ccc(N(CC(=O)N2CCc3ccccc32)S(=O)(=O)c2c(C)noc2C)cc1	-2.2	1.2	-19.3	nt	0.7	5.3	-1.6	-1.6	-0.4
CCCCS(=O)(=O)c1sc2nc(C)cc(C)c2c1N	-5.7	3.9[fluorescence artefact?]	-3.3	0.62	7.1	13.2	-2.2	-10.3	-1.8
CC1CCN(C(=O)Cn2cc(C(=O)C3CC3)c3ccccc32)CC1	-8.8	-6.4	-3.4	0.01	-0.7	11.6	2.3	0.2	-1.9

Part of the list above in order of length of the SMILES, high to low:
SMILES	IL1B cytotox	ERa SRC1 inh	TNFa cytotox	PTK2B oligo ant	LYP act	VCAM1 TNFa inh	F-actin modifier	LYP inh 2	FAK blocker
COc1cc(/C=C(/C#N)C(=O)NCCc2c[nH]c3ccccc23)ccc1OCc1ccccc1F	44.4	nt	36.0	0.83	-0.6	36.8*	-0.4	3.0	-2.3
CCOc1ccc(N(CC(=O)N2CCc3ccccc32)S(=O)(=O)c2c(C)noc2C)cc1	-2.2	1.2	-19.3	nt	0.7	5.3	-1.6	-1.6	-0.4
Cc1ccc2cc(CN(Cc3ccco3)C(=O)NCc3ccccc3)c(=O)[nH]c2c1C	-56.9	15.3	-29.3	-1.57	9.2	-13.6	nt	-10.5	-0.3
Cc1ccc(-c2nc(N/N=C/c3ccncc3)c3ccccc3n2)cc1	nt	40.5	-1.2	-2.35	-6.2	16.8	-10.2	5.7	6.6
COC(=O)C1=C(C)N(Cc2ccc(OC)c(OC)c2)C(=O)C1	12.4	nt	-11.8	1.11	-4.9	-14.2	-14.0	0.9	1.1
Cc1noc(C)c1CN1C(=O)NC2(CCc3ccccc3C2)C1=O (configuration not stated)	-4.4	-1.7	nt	1.31	3.6	nt	nt	-4.8	0.3
CC(C)n1nnnc1SCC(=O)Nc1ccc2c(c1)OCO2	7.8	1.1	-21.3	0.28	-7.0	12.7	11.1	1.6	-1.9
CC1CCCCN1C(=O)CSc1nc(N)cc(=O)[nH]1 (configuration not stated)	1.2	nt	0.0	-0.69	-8.0	2.9	-3.2	9.6	1.4
CCCCn1c(C(C)NC(=O)CCC)nc2ccccc21 (configuration not stated)	-9.5	1.7	-34.8	nt	4.5	3.4	14.7	-8.5	1.0

Next section
SMILES	IL1B cytotox	ERa SRC1 inh	TNFa cytotox	PTK2B oligo ant	LYP act	VCAM1 TNFa inh	F-actin modifier	LYP inh 2	FAK blocker
COc1ccc(C)cc1NS(=O)(=O)c1cn(C)c(=O)n(C)c1=O	-42.6	-5.5	-1.1	nt	6.9	-2.8	5.3	-7.5	3.1
O=C(Nc1ccc(-c2nc3ncccc3o2)cc1)c1ccc(Br)o1	10.8	40.7[fluorescence artefact?]	17.7	0.72	-5.3	0.2	-21.7	11.0	14.7
CCOC(=O)C1CCCN(CC(=O)Nc2c(C(=O)OC)[nH]c3ccc(C)cc23)C1 (configuration not stated)	5.8	-11.8	7.9	-0.74	4.6	15.4	-4.9	-6.2	-0.4
CCN(c1ccccc1)c1ncnc2c1cnn2-c1ccccc1	17.7	-0.9	-4.4	nt	-11.2	25.9	-11.4	10.4	5.8
COc1cc(Cl)c(S(=O)(=O)NCCCN2CCOCC2)cc1Cl	8.3	0.2	-15.2	0.1	-6.0	2.6	14.5	4.7	-0.7
Cc1ccc(Cn2nc(C)c3cc(C(=O)OCC(N)=O)sc32)cc1	8.2	-6.4	-3.2	-0.41	2.1	2.1	-9.3	-1.0	3.7
CC(C)Nc1nc(NC(C)C)nc(N(C#N)CCOc2ccc(Cl)cc2Cl)n1	-15.7	-7.1	-29.5	-2.5	-8.4	-6.4	-1.4	8.5	6.1
Brc1ccc2nc(CSc3ncn[nH]3)cn2c1	-12.9	-2.9	-32.0	0.54	-83.5	2.0	2.5	83.4*	-1.8
CCN(CC)CCCNC(=O)C1CCCN(c2nnc(N3CCCC3=O)s2)C1 (configuration not stated)	9.0	-10.6	-14.5	0.65	-1.6	0.8	-6.3	1.3	1.1
O=C1CC(SCCc2nc3ccccc3[nH]2)C(=O)N1c1ccc(F)cc1 (configuration not stated)	2.0	nt	nt	0.69	-3.4	-43.1	-9.4	7.0	1.9
COc1cccc(/C=N/Nc2nc(N3CCCC3)nc(N3CCCC3)n2)c1O	-2.0	-7.6	-17.2	-1.25	-8.6	16.7	9.2	11.8	3.2
O=C(c1cccnc1)N1CCc2ccccc2C1	-60.0	nt	-12.7	-0.75	6.0	16.5	nt	-9.3	-8.4
COC(=O)c1cc(NC2c3ncccc3C(=O)N2Cc2ccccc2)cc(C(=O)OC)c1 (configuration not stated)	3.0	-6.3	0.0	-1.61	-1.2	38.0	-6.3	0.7	0.2
Cc1cc(NC(=O)CSc2nnnn2Cc2ccccc2)no1	-17.1	-5.5	-13.5	-0.68	10.3	10.4	0.9	-11.9	0.4
CCOC(=O)c1[nH]c(C)c(C(=O)C(C)C)c1C	nt	-4.0	-10.3	1.35	4.1	-19.4	6.6	-3.7	1.5
O=C(/C=C/Nc1cccc(F)c1)c1ccco1	-97.0	-5.5	-28.2	0.6	11.1	-0.4	9.8	-8.4	0.5
Cc1ccc2nc(NCc3ccccc3)[nH]c2c1	-25.7	8.7	-10.1	0.4	-5.6	-4.2	-2.5	3.1	2.3
Cc1cccc(Nc2ncccc2C(=O)NCc2cccs2)c1C	14.3	nt	0.0	-1.28	1.4	-1.5	14.6	3.4	-0.3
CCc1c(C(=O)Nc2ccc(OC)c(Cl)c2)[nH]c(C)c1C(C)=O	0.8	0.6	-13.4	-0.17	-3.1	3.5	-4.6	1.2	2.5
Cc1c(C(=O)N2CCCCC2)nnn1-c1nonc1N	-74.4	1.7	-24.3	-0.14	0.8	-5.0	2.8	1.8	-0.9
N=c1ccn(Cc2ccc(Cl)cc2Cl)cc1	-11.4	-3.7	-13.4	0.37	-3.9	6.1	-9.1	2.4	-0.2
CCOc1ccc(S(=O)(=O)NCCCN2CCOCC2)c2ccccc12	-0.6	-4.8	-1.6	0.29	2.6	18.6	-2.5	-4.6	2.3
COc1ccc(C(NC(=O)CC(C)C)NC(=O)CC(C)C)cc1OC	-7.1	1.7	18.8	-0.55	14.9	-4.3	-35.4	-10.6	-3.8
O=C(c1sc2ccccc2c1Cl)N1CCN(c2ccc(F)cc2)CC1	-20.2	nt	1.8	-0.37	6.8	2.8	-13.6	-4.6	-5.7
COc1ccc(C2C(C(=O)Nc3cccc(C)n3)c3ccccc3C(=O)N2C)cc1OC (configuration not stated)	15.2	3.6[fluorescence artefact?]	-28.4	-0.3	-5.1	15.2	0.8	5.4	1.0

The list goes on:
SMILES	IL1B cytotox	ERa SRC1 inh	TNFa cytotox	PTK2B oligo ant	LYP act	VCAM1 TNFa inh	F-actin modifier	LYP inh 2	FAK blocker
COc1ccc(-c2cc(CNC(=O)CN(C)Cc3ccccc3)on2)cc1	-73.0	nt	-12.8	1.45	-10.6	-11.9	13.0	14.1	2.5
Cc1nc2ccc(NC(=O)NCCO)cc2s1	19.3	3.0	66.7	-0.74	-2.2	1.4	-16.7	4.5	-1.6
O=C(c1ccco1)N1CCN(C(c2cccs2)c2sc3ncnn3c2O)CC1 (configuration not stated)	-18.5	-7.5	0.4	nt	-0.1	-9.7	0.1	-0.4	-7.8
O=C(COc1ccc2c(c1)OCO2)Nc1ccc2c(c1)oc1ccccc12	13.9	51.0*[fluorescence artefact?]	-33.3	0.48	-14.2	8.3	13.0	13.1	0.8
CC1=C(C(=O)N2CCN(C(=O)c3ccco3)CC2)C2(CCC(C)CC2)OC1=O (configuration not stated)	17.5	nt	-15.5	nt	-1.6	6.3	6.0	-0.9	1.4
CC(C)N1CCC2(CC1)N=C(c1ccc3c(c1)OCO3)CC(c1cc(Cl)ccc1O)N2 (configuration not stated)	-17.5	4.1	12.5	-1.82	0.4	8.3	-9.4	-1.2	1.8
